# Bioassay records from PubChem BioAssay.
# S1P4 antag: human S1P4 receptor antagonism; AID 1510; inhibition, % at 4.98 µM; S1P4-expressing cells, antagonist mode, reporter read-out; O95977; actives 0.26% (n = 220,000); in the data active = inhibition above about 29%;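 note: 0% = wells stimulated with agonist and 100% = vehicle wells without agonist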
# Target sequence (O95977 whole entry, looked up): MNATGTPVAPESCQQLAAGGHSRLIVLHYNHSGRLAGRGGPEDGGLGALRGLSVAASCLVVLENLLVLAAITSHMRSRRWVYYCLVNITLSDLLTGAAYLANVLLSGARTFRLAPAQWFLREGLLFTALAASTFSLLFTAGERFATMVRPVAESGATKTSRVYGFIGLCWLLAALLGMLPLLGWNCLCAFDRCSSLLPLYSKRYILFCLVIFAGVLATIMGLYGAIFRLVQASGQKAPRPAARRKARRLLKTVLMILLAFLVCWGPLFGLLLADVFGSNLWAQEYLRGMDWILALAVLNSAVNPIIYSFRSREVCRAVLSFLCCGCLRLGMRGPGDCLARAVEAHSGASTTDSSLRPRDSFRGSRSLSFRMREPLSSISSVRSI
# S1P4 ag: agonists of human S1P4 receptor; S1P4-expressing cell line, agonist reporter assay; activation, % at 4.98 µM; actives 0.35% (n = 220,000); in the data active = activation above about 11%;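 note: 0% = DMSO vehicle and 100% = reference agonist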
# CHOP inhibitor: inhibitors of CHOP induction in ER stress response | CHO-K1 CHOP-promoter luciferase, tunicamycin-induced, 15-18 h | inhibition, % at 10 µM | actives 3.8% (n = 220,000);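 active = compounds that reduced the stress-induced luciferase reporter signal by more than about 70% of percent inhibition, limit read from the data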;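 note: 0% = tunicamycin plus vehicle and 100% = wells without tunicamycin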
# NPY-Y1 PAM-ag: human NPY-Y1 potentiation or agonism, primary screen; activation, % at 3.6 µM; P25929; NPY-Y1 expressing cells, potentiator/agonist activation; actives 0.37% (n = 220,000); in the data active = activation above about 33%, passing the limit was not always enough;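 note: cells stimulated with NPY at EC10 then isoproterenol at EC100; 0% = low agonist plus stimulus and 100% = saturating agonist plus stimulus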
# Target sequence (P25929 whole entry, looked up): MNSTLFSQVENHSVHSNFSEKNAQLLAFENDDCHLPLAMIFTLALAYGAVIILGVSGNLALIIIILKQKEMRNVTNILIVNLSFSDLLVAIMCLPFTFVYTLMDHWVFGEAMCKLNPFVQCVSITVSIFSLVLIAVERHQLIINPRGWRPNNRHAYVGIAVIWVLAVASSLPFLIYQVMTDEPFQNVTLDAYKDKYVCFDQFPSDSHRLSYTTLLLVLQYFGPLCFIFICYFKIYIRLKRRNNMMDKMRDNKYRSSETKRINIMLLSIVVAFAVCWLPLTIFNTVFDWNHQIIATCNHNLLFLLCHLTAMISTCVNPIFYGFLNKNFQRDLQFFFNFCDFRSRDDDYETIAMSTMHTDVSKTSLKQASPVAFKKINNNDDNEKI
# NPY-Y1 antag: blocks the human neuropeptide Y Y1 receptor; P25929; HEK293-CNG Y1 cells, membrane potential fluorescence; NPY at EC95, then isoproterenol; inhibition, % at 3.6 µM; actives 1% (n = 200,000); AID 1040;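 active = inhibition above the campaign mean inhibition of all tested compounds plus 3 SD, cut at about 20% in these data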;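 note: 0% = DMSO wells given NPY plus isoproterenol and 100% = isoproterenol alone without NPY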
#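 Material: HEK293 Y1/CNG channel cell line; also added: NPY (25 nM), isoproterenol (1 µM), Ro 20-1724 (25 µM); doses: one concentration, 3.6 µM, in 0.4% DMSO; schedule: compound incubation 1 h at room temperature, readout 45 min post-stimulation; technique: membrane potential fluorescence; measure: fluorescence ratio normalized to % inhibition between controls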
# BaF3 parental: counter-screen for JAK2V617F inhibitors: parental Ba/F3 viability inhibitors | actives 1.1% (n = 220,000) | CellTiter-Glo ATP luminescence | inhibition, % at 5.6 µM;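 active = inhibition above a per-campaign cutoff, the mean inhibition of all tested compounds plus 3 SD, cut at about 27% in these data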;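 note: 0% = DMSO wells and 100% = JAK Inhibitor I control wells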
# Ba/F3 V617F tox: loss of viability in JAK2V617F-driven Ba/F3 cells; Ba/F3 EpoR-JAK2V617F viability, ATP luminescence; inhibition, % at 5.6 µM; actives 1.1% (n = 220,000);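 active = inhibition above the campaign mean plus 3 SD over all tested compounds, cut at about 24% in these data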;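 note: cytokine-independent growth of Ba/F3 cells driven by EpoR plus mutant JAK2; 0% = DMSO-treated cells and 100% = JAK inhibitor I control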
# NCF1 inh: p47phox (human) inhibition; P14598; p47phox/p22phox peptide binding, fluorescence polarization, 2 h; inhibition, % at 24.7 µM; actives 0.53% (n = 220,000); AID 1274;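 active = inhibition above about 30%, limit read from the data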;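 note: 0% = p47phox with labelled peptide and 100% = labelled peptide alone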
# NPY2 pot ag: human NPY-Y2 potentiation or agonism, primary screen. P49146. cells expressing NPY-Y2, potentiator/agonist read-out. activation, % at 3.6 µM. actives 0.45% (n = 220,000). AID 1359; in the data active = activation above about 27%;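 note: cells stimulated with NPY near EC25 plus isoproterenol at EC100; 0% = vehicle plus submaximal agonist and 100% = vehicle plus saturating agonist; some results beyond the cut were filed as inactive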
# Active calls of the source: *; x = not tested or not shown.
SMILES,S1P4 antag,S1P4 ag,CHOP inhibitor,NPY-Y1 PAM-ag,NPY-Y1 antag,BaF3 parental,Ba/F3 V617F tox,NCF1 inh,NPY2 pot ag
CCc1cc(C(=O)OC)c(NC(=O)CC2Nc3cc(C)c(C)cc3NC2=O)s1 (centres undefined),3,-0.2,103*,-18,2,5,-2,2,11
O=S(=O)(Nc1ccc2nc(C(F)(F)F)[nH]c2c1)c1ccccc1,-13,-0.4,4,21,2,5,-1,-8,4
COc1cccc(NC(=O)N2CCN(c3ccc(C(F)(F)F)cn3)CC2)c1,-19,-0.7,22,-38,-4,3,1,-22,-11
Cc1cccc(N=Nc2c(C)c(C#N)c(O)[nH]c2=O)c1,-22,1.4,-16,5,-1,7,2,79*,-2
Cc1ccc(CNC(=O)CCc2c(C)nc3ncnn3c2C)cc1,-9,-1.1,-1,-19,0,-1,-3,-274,1
COc1ccc(CN2CNc3c(c(=O)n(C)c(=O)n3C)C2)cc1,-7,2.8,11,8,1,3,3,-8,0
O=[N+]([O-])c1ccccc1/C=N/n1c(C2CCCCC2)n[nH]c1=S,-11,1.1,52,16,0,2,0,1,-8
CC(C)C(=O)Nc1nnc(SCC(=O)NCc2ccco2)s1,-13,-2.6,1,-6,-3,2,-6,10,3
COc1cc2ncnc(NCc3ccc(C)cc3)c2cc1OC,-21,2.2,22,-32,-1,4,-3,-3,-6
C=C(C)CNC(=S)NNC(=O)CCn1c2ccc(Cl)cc2c2cc(Cl)ccc21,-3,-0.4,67,17,-12,0,-4,-22,17
C/C(=N/Nc1nc(-c2ccccc2)cc(-c2ccc(F)cc2)n1)c1cccc(N)c1,-1,5.0,57,-6,-1,12,6,-29,-1
CC12CN3CC(C)(CN(C1)C3c1ccccc1Cl)C2O (centres undefined),-13,0.1,-12,-32,-2,0,-6,-18,-1
Fc1cccc(Cl)c1CSc1ncn[nH]1,1,1.5,-1,6,-1,0,-1,7,3
N#C/C(=C(/O)c1ccc([N+](=O)[O-])cc1)c1nc2ccccc2[nH]1,12,-1.9,21,20,x,1,1,-3,6
COc1ccc(CNC(=O)CN(c2ccccc2)S(=O)(=O)N(C)C)cc1,-2,-1.3,5,1,-1,0,-4,-2,-19
COC(=O)NNC(=O)c1ccc(C)cc1,4,-1.3,-13,-11,4,6,0,5,1
COCCNC(=S)N/N=C(\C)CCc1ccc2c(c1)OCO2,10,4.0,6,-12,6,4,1,-9,-6
COc1cccc(C(=O)NCc2n[nH]c(=S)n2-c2cccc(C)c2)c1,-8,0.0,9,-6,-3,4,4,7,5
O=C(NCCCn1ccnc1)c1cc(S(=O)(=O)N2CCOCC2)ccc1F,10,-0.5,3,8,-6,7,1,0,-2
COc1ccc(N2CCN(C(=O)Cn3nnc(-c4ccc(N(C)C)cc4)n3)CC2)cc1,-2,1.1,24,11,6,5,3,17,7
Cc1ccc(S(=O)(=O)NCC2CCC(C(=O)NCc3cccs3)CC2)cc1 (centres undefined),-10,1.7,22,16,-1,0,-4,3,-3
COc1cccc(C(C)NC(=O)Nc2cccc(C(F)(F)F)c2)c1 (centres undefined),12,-1.3,-15,-38,11,1,2,-14,-6
C=CCn1c(SCc2ccc(C(=O)O)cc2)nc2sc(C)c(C)c2c1=O,-18,-0.1,19,2,x,2,-2,-17,-17
COC(=O)N1CCCc2cc(C)ccc21,0,1.4,0,9,-4,1,-1,-3,-8
c1ccc(CN2C3=NCCN3c3ccccc32)cc1,-10,2.5,-5,-19,3,1,-4,-2,-2
CCCCOC(=O)C1=C(C)Nc2ncnn2C1c1cccc(OC)c1OC (centres undefined),12,0.7,9,8,3,3,7,-7,-2
c1ccc(Cn2nnc3c(N4CCCCCC4)ncnc32)cc1,9,-0.5,39,-23,0,4,3,-2,-6
Cc1ccc(OCc2nnc(NC(=O)OCC(C)C)s2)cc1,3,1.8,91*,-6,10,4,3,-10,-20
COc1cc(/C=N/Nc2ccc(C)cc2)cc(Br)c1O,-1,0.6,7,-5,7,5,1,-9,6
Cc1nnc(N/N=C/c2ccco2)n1N,5,-0.7,34,6,-2,4,-2,8,2
N#C/C(=C\c1c(F)cccc1Cl)c1nn(-c2ccccc2)c(-n2cccc2)c1C#N,-1,0.6,-24,-10,x,5,2,-14,0
CC1CCCN(C(=O)c2cc(F)c(F)cc2Cl)C1 (centres undefined),-3,0.2,42,11,-1,5,1,-3,-10
N#Cc1c(N)c(C#N)c(-c2ccc(O)cc2)c2c1CCCC2,-13,3.7,39,-14,4,-1,-4,-17,-3
COc1ccc([N+](=O)[O-])cc1C(=O)Nc1ccc(Cc2ccncc2)cc1,-5,1.0,-2,10,1,11,-1,-4,5
Cn1c(Cn2c(=O)sc3ccccc32)nnc1SCC(=O)NC1CCCC1,1,0.8,-3,6,3,5,3,-6,8
CCOc1cc(C=O)cc(Br)c1OCC(N)=O,0,2.1,-2,1,2,1,-3,-12,-14

# 2 entries from above, with tabs.
canonical_smiles	S1P4 antag	S1P4 ag	CHOP inhibitor	NPY-Y1 PAM-ag	NPY-Y1 antag	BaF3 parental	Ba/F3 V617F tox	NCF1 inh	NPY2 pot ag
Cc1ccc(S(=O)(=O)NCC2CCC(C(=O)NCc3cccs3)CC2)cc1 (centres undefined)	-10	1.7	22	16	-1	0	-4	3	-3
COc1cccc(C(C)NC(=O)Nc2cccc(C(F)(F)F)c2)c1 (centres undefined)	12	-1.3	-15	-38	11	1	2	-14	-6

# Further results follow:
SMILES,S1P4 antag,S1P4 ag,CHOP inhibitor,NPY-Y1 PAM-ag,NPY-Y1 antag,BaF3 parental,Ba/F3 V617F tox,NCF1 inh,NPY2 pot ag
CN1CCN(C(=O)c2ccc(-n3cccn3)nc2)CC1,-16,2.5,11,10,13,5,0,-1,-10
CCCCCC(=O)Nc1ccccc1N1CCOCC1,7,0.2,13,3,-3,5,-3,-6,-2
CC(=O)N1CC(=O)N(Cc2ccccc2)/C(=C/c2ccccc2)C1=O,-7,0.4,21,1,8,2,0,134*,12
c1ccc2sc(Cc3nnc4n3CCCCC4)nc2c1,-7,-0.2,11,4,-1,9,-2,-8,5
O=C(c1ccccc1-c1nc2ccccc2[nH]1)N1CCOCC1,-5,-0.7,44,15,3,4,1,6,2
COc1ccc(C)cc1NC(=O)CSc1ccc(Cl)cc1,-5,1.6,9,-41,0,4,-1,-2,-17
CCC1CCCCN1CCCNC(=O)Cn1nc(-c2ccc(C)cc2)ccc1=O (centres undefined),-12,1.0,15,-26,2,8,1,-13,-12
Cc1cc(=O)[nH]c(NN=C2C3CC4CC(C3)CC2C4)n1,-3,-0.5,7,24,x,-5,-5,-7,2
Cc1cc(C)n(C(=O)c2ccc(S(=O)(=O)N3CCCC3)cc2)n1,-7,-1.6,13,-3,1,0,-4,-6,17
O=S(=O)(c1ccc(S(=O)(=O)N(Cc2ccc(F)cc2)C2CCCC2)cc1)N1CCCC1,-12,1.0,28,2,3,0,-1,-17,1
CCc1ccc(OC(C)c2nnc(SCC(=O)Nc3ncccc3C)n2C)cc1 (centres undefined),-1,-2.4,16,-24,-1,0,-5,7,-3
COc1ccc(/C=C2\CCCC3C2=NN(C(=O)CSc2ncn[nH]2)C3c2ccc(OC)cc2)cc1 (centres undefined),-1,-0.6,67,13,-5,12,6,-22,-1
O=C1NC(c2cccc(Br)c2)=N/C1=C\c1ccco1,-1,1.3,47,0,-4,7,1,-6,12
Cc1cc(C)cc(NC(=O)COC(=O)c2cc(C)oc2C)c1,2,0.5,11,-12,2,4,2,-1,-3
CCC(C(=O)N1CCN(C(=O)c2ccco2)CC1)c1ccccc1 (centres undefined),-29,-0.2,16,-1,0,2,2,-7,-7
COc1ccc(OC)c(C(=O)c2ccc(C(=O)Nc3ccc4ccccc4c3)cc2)c1,-4,0.7,20,-3,-1,6,-1,-4,-1
COc1ccc(C(=O)Nc2nc(-c3ccccc3)c(C(C)=O)s2)c(OC)c1,-24,6.2,60,5,3,5,-2,4,5
CCCN(CCC)C(=O)CCSCCC(=O)N(CCC)CCC,-5,0.0,46,4,-3,-1,0,-4,3
COc1ccc(NC(=O)NC2CC3CCCC(C2)N3Cc2ccccc2)cc1 (centres undefined),-12,1.1,20,3,0,6,2,-17,6
Cn1c(=O)c2c3c(sc2n2c(SCC(N)=O)nnc12)CC(C(C)(C)C)CC3 (centres undefined),-23,0.2,17,-44,9,8,1,-6,-9
Cc1ccc(S(=O)(=O)CC#CCOC(=O)c2ccc([N+](=O)[O-])cc2)cc1,8,1.3,107*,1,3,-1,-1,-18,-12
Cc1nc([N+](=O)[O-])cn1CCC#N,-7,2.6,7,8,x,-2,3,1,-19
COc1ccc(Cn2c(C)nc3oc4cc(OC)ccc4c(=O)c3c2=O)cc1,11,0.3,24,-7,2,0,-2,-12,4
O=C(Cn1nc(-c2ccccc2)ccc1=O)NCCCN1CCOCC1,-9,-2.6,-6,8,x,-5,-1,-14,-12
COC(=O)Cn1c(=NC(=O)C(C)C)sc2c(C)cc(C)cc21,5,-1.2,49,-13,3,4,6,-16,-20
O=C(Cc1cccs1)NCc1ccncc1,-7,-1.0,10,-2,-1,-2,-3,5,4
NC(=S)N/N=C/C=C/c1ccccc1,3,-0.6,-11,0,5,1,2,-8,0
COc1ccc(OCC(=O)Nc2ccc(Cl)cc2)cc1,6,0.2,-33,-11,-4,7,2,-8,-13

# Given tab-delimited: entries from further up.
Compound	S1P4 antag	S1P4 ag	CHOP inhibitor	NPY-Y1 PAM-ag	NPY-Y1 antag	BaF3 parental	Ba/F3 V617F tox	NCF1 inh	NPY2 pot ag
COc1ccc(OC)c(C(=O)c2ccc(C(=O)Nc3ccc4ccccc4c3)cc2)c1	-4	0.7	20	-3	-1	6	-1	-4	-1
COc1ccc(C(=O)Nc2nc(-c3ccccc3)c(C(C)=O)s2)c(OC)c1	-24	6.2	60	5	3	5	-2	4	5
CCCN(CCC)C(=O)CCSCCC(=O)N(CCC)CCC	-5	0.0	46	4	-3	-1	0	-4	3
COc1ccc(NC(=O)NC2CC3CCCC(C2)N3Cc2ccccc2)cc1 (centres undefined)	-12	1.1	20	3	0	6	2	-17	6
Cn1c(=O)c2c3c(sc2n2c(SCC(N)=O)nnc12)CC(C(C)(C)C)CC3 (centres undefined)	-23	0.2	17	-44	9	8	1	-6	-9
Cc1ccc(S(=O)(=O)CC#CCOC(=O)c2ccc([N+](=O)[O-])cc2)cc1	8	1.3	107*	1	3	-1	-1	-18	-12
Cc1nc([N+](=O)[O-])cn1CCC#N	-7	2.6	7	8	x	-2	3	1	-19
COc1ccc(Cn2c(C)nc3oc4cc(OC)ccc4c(=O)c3c2=O)cc1	11	0.3	24	-7	2	0	-2	-12	4
O=C(Cn1nc(-c2ccccc2)ccc1=O)NCCCN1CCOCC1	-9	-2.6	-6	8	x	-5	-1	-14	-12
COC(=O)Cn1c(=NC(=O)C(C)C)sc2c(C)cc(C)cc21	5	-1.2	49	-13	3	4	6	-16	-20
O=C(Cc1cccs1)NCc1ccncc1	-7	-1.0	10	-2	-1	-2	-3	5	4
NC(=S)N/N=C/C=C/c1ccccc1	3	-0.6	-11	0	5	1	2	-8	0
COc1ccc(OCC(=O)Nc2ccc(Cl)cc2)cc1	6	0.2	-33	-11	-4	7	2	-8	-13
